GlmU inhibition = inhibition of mycobacterial GlmU enzyme – biochemical, glucosamine-1-phosphate acetyltransferase (AID 1376) | M. tuberculosis GlmU acetyltransferase enzyme assay; higher % means a stronger effect | inhibition, %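 (tested at 30 µM in the primary screen)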; hits with a dose series show IC50 in µM | hit rate 0.25% among 220,000; in the data active means inhibition above about 13%;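 further: 0% = complete reaction with vehicle and 100% = reaction without substrate; strong numbers were not always called active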
Mtb RmlCD inh = inhibitors of Mycobacterium tuberculosis RmlC and RmlD coupled enzymes; inhibition, % at 3.6 µM; P9WH09+P9WH11; AID 1533; hit rate 0.03% among 160,000; RmlC+RmlD coupled enzyme assay, percent inhibition; primary screen in compound mixtures; in the data active means inhibition mostly above about 34%, no sharp cut-off; further: some results filed as inactive read as strong as hits
Target sequence (P9WH09 whole entry, looked up): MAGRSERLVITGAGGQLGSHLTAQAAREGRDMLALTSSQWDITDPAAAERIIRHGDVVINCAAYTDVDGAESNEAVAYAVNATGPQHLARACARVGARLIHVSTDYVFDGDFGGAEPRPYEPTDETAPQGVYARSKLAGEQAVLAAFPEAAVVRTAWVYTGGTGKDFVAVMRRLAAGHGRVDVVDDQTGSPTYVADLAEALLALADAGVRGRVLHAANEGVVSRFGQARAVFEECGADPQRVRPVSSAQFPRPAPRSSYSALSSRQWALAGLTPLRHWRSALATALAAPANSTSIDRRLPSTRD
Target sequence (P9WH11 whole entry, looked up): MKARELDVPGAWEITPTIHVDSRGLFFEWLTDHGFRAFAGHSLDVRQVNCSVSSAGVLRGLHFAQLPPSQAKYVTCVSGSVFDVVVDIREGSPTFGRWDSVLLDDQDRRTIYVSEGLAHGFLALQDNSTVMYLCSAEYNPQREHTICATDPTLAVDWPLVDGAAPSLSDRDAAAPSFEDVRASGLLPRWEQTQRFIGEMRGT
* = called active by the depositor; nt = not tested or not shown. These rows are one share of the data; count on the stated rates, not on these rows.

Below each compound: GlmU inhibition, Mtb RmlCD inh
Cc1ccc(C(=O)N/C(=C/c2cccc([N+](=O)[O-])c2)C(=O)NCC2CCCO2)cc1 (stereo not given)
    -8.5%, 11
COC(=O)CSC1=C(C#N)C(c2ccc(C)cc2)C2=C(CCCC2=O)N1 (stereo not given)
    0.7%, 11
Cc1cc(C)cc(OCC(=O)N/N=C/c2ccco2)c1
    2.7%, nt
O=c1cc(O)c2c(=O)n(-c3ccccc3)c3c(c2o1)CCCCCC3
    0.5%, -5
O=C(CC1C(=O)NCCN1C(=O)Nc1ccccc1)Nc1cccc(C(F)(F)F)c1 (stereo not given)
    6.6%, -1
Cc1ccc(NC(=O)CC(O)(C(F)(F)F)C(F)(F)F)c(Br)c1
    0.4%, nt
COc1ccc(NC(=O)CSc2nnc(Cn3cnc4ccccc43)o2)cc1
    3.8%, 6
O=C(O)CC1C(=O)NCCN1Cc1cccs1 (stereo not given)
    -4.1%, 6
Cc1ccc(SCc2cn3cc(Cl)ccc3n2)cc1
    -4.3%, nt
O=C(/C=C/Nc1ccc(S(=O)(=O)Nc2ncccn2)cc1)c1ccc(Cl)c(Cl)c1
    -3.5%, -2
Cc1c(C(=O)c2cccc3ccccc23)c2cccc3c2n1[C@H](CN1CCOCC1)CO3
    3.3%, nt
CCOc1ccc(C(C)NC(=S)NC2CCCCC2)cc1OCC (stereo not given)
    -2.2%, -6
COc1cc2nc(CN(CCC(C)C)Cc3nc4cc(OC)c(OC)cc4c(=O)[nH]3)[nH]c(=O)c2cc1OC
    2.5%, nt
COc1ccc(CC(=O)Nc2cccc(SC)c2)cc1
    2.1%, nt
O=C(Cn1c(=O)c2c(ncn2C2CCCC2)n(Cc2ccccc2)c1=O)N1CCc2ccccc21
    6.3%, nt
COc1ccc2[nH]c(=O)c(CN(C(=O)c3cccnc3)c3ccc(C)cc3)cc2c1
    2.1%, nt
COC(=O)CN(c1cccc(F)c1)S(C)(=O)=O
    2.4%, nt
CC(C)C(=O)NC(=S)Nc1ccccc1F
    -0.1%, 17
CCOC(=O)c1c(C)[nH]c(C(=O)CSc2nnc(-c3cccs3)n2Cc2ccccc2)c1C
    -8.0%, 7
O=C(NNC1=C(C(=O)C(F)(F)F)CCC1)c1ccccc1Cl
    -2.3%, nt

Two of the compounds above, field by field:
> Cc1cc(C)cc(OCC(=O)N/N=C/c2ccco2)c1
  GlmU inhibition = 2.7%	Mtb RmlCD inh = nt

> O=c1cc(O)c2c(=O)n(-c3ccccc3)c3c(c2o1)CCCCCC3
  GlmU inhibition = 0.5%	Mtb RmlCD inh = -5

Next compounds follow:
Below each compound: GlmU inhibition, Mtb RmlCD inh
COC(=O)c1ccc(NC(=O)C2CC(=O)N(c3ccc(C)cc3)C2)cc1 (stereo not given)
    0.3%, nt
CCOC(=O)c1c(C)c(-c2ccccc2)n(CC(=O)N2CCN(C)CC2)c1C
    -0.9%, 8
Cc1cc(S(=O)(=O)NC2CCCC2)ccc1F
    -2.1%, nt
COc1ccc(-c2[nH]ncc2CN(C)C(C)c2ccon2)c(OC)c1 (stereo not given)
    1.2%, nt
Brc1ccc2c(c1)OCCOCCOc1cc(Br)ccc1OCCOCCOCCO2
    -3.1%, -45
COc1ccccc1NS(=O)(=O)c1cc(C(=O)NCCN2CCOCC2)ccc1Cl
    -1.7%, 85
CC1=C(C)CC(C(=O)Nc2ccc3c(c2)OCO3)C(C(=O)O)C1 (stereo not given)
    -4.5%, 9
C/C(N)=C(/C#N)C(=O)CSc1nnnn1-c1ccc(C)cc1
    -0.1%, -15
COc1ccc(CN(N=O)C2CC(=O)N(c3ccc(OC)cc3)C2=O)cc1 (stereo not given)
    -0.6%, nt
CC(C)OP(=O)(OC(C)C)C1(O)C(=O)Nc2ccc(Br)cc21 (stereo not given)
    -0.7%, nt
COc1ccc(CC(=O)Nc2cc(S(=O)(=O)N3CCOCC3)ccc2N2CCOCC2)cc1
    1.9%, -6
C/C(=N\NC(=O)COc1ccc(C(C)(C)C)cc1)c1ccc(-n2ccnc2)cc1
    -5.3%, 20
Nc1nc(-c2ccco2)nn1C(=O)c1ccccc1Cl
    -0.7%, -11
COc1ccccc1N/C(N)=N/c1nc(CSc2nc3ccccc3s2)cc(=O)[nH]1
    0.0%, -13
c1ccc(Nc2nc(N3CCOCC3)c3ccccc3n2)cc1
    -6.2%, -2
CC1(C)CC2(CCCN(C(=S)Nc3ccccc3)C2)CCO1 (stereo not given)
    -4.0%, -7
Cc1cc(C)c(C(=O)/C=C/c2ccc3c(c2)OCO3)c(=O)[nH]1
    -1.1%, 4
C/C(=C\C(=O)c1cccnc1)Nc1ccc(C)c(C)c1
    0.8%, -8
Cc1ccc(OCc2csc(N)n2)cc1
    -3.4%, -10
CCOc1cc(-n2cnnn2)c(OCC)cc1NC(=O)c1cnccn1
    -0.3%, nt

For convenience, part of the list above.
Below each compound: GlmU inhibition, Mtb RmlCD inh
C/C(N)=C(/C#N)C(=O)CSc1nnnn1-c1ccc(C)cc1
    -0.1%, -15
COc1ccc(CN(N=O)C2CC(=O)N(c3ccc(OC)cc3)C2=O)cc1 (stereo not given)
    -0.6%, nt
CC(C)OP(=O)(OC(C)C)C1(O)C(=O)Nc2ccc(Br)cc21 (stereo not given)
    -0.7%, nt
COc1ccc(CC(=O)Nc2cc(S(=O)(=O)N3CCOCC3)ccc2N2CCOCC2)cc1
    1.9%, -6
C/C(=N\NC(=O)COc1ccc(C(C)(C)C)cc1)c1ccc(-n2ccnc2)cc1
    -5.3%, 20
Nc1nc(-c2ccco2)nn1C(=O)c1ccccc1Cl
    -0.7%, -11
COc1ccccc1N/C(N)=N/c1nc(CSc2nc3ccccc3s2)cc(=O)[nH]1
    0.0%, -13

The results go on:
Below each compound: GlmU inhibition, Mtb RmlCD inh
CCC[C@@H]1CCCO[C@@](C(=O)NCc2ccc(S(C)(=O)=O)cc2)(C(F)(F)F)C1
    -1.8%, nt
CCCS(=O)(=O)c1cscc1NC(=O)c1c(-c2c(F)cccc2Cl)noc1C
    -1.0%, -9
COc1ccc(N(C(=O)CNC(=O)c2cccs2)C(C(=O)NCC2CCCO2)c2ccccc2)cc1 (stereo not given)
    -6.9%, 1
O=c1c2cccc3c2c(nn1CN1CCOCC1)-c1ccccc1-3
    -2.5%, 7
COC(=O)CCC(=O)N1CN2CN(C(=O)CCC(=O)OC)CC([N+](=O)[O-])(C2)C1
    -0.8%, nt
CC1=NN(c2ccccc2)C(=O)/C1=C/C=C/C=C/N(C)C
    -2.0%, 5
CCOc1ccc(-n2c(C)nc3cc(C(=O)NCc4ccco4)ccc32)cc1
    5.9%, 7
CCCCOCC(O)Cn1c(C)nc2ccccc21 (stereo not given)
    -8.9%, nt
COc1ccc(Br)cc1CN(C)CC(=O)Nc1cc([N+](=O)[O-])ccc1OC
    0.3%, 4
CC(=O)NC(c1ccc(F)cc1)c1cccnc1 (stereo not given)
    -4.7%, nt
COc1ccc(C2CC(c3ccc(C)cc3)Nc3ncnn32)cc1 (stereo not given)
    3.6%, 1
COc1ccccc1-n1cnc2cc(NCc3ccccn3)ccc21
    -3.9%, -1
Cc1ccc([N+](=O)[O-])cc1NC(=O)CN(C(=O)c1ccccc1Cl)C1CCCCC1
    1.5%, nt
Cc1ccccc1Cn1c(=O)n(CCCC(=O)NCc2ccco2)c(=O)c2sccc21
    -3.8%, 3
COc1c(C)cc(C(=O)C2CCCN(C(=O)c3cc4nc(C)cc(C)n4n3)C2)cc1C (stereo not given)
    0.8%, 0
O=c1c2cc(-c3ccccc3)sc2nc2n1N=C(c1cccs1)CS2
    -1.3%, 2
CC(C)C(=O)NCCc1nc2ccccc2n1CCOc1ccccc1
    -7.7%, 6
O=C(CCC(=O)c1ccc(Br)cc1)Nc1cccnc1
    2.4%, nt
Cc1cc(Cl)ccc1OCCCC(=O)NCCCn1ccnc1
    -2.4%, 4
CCOC(=O)c1c(C)[nH]c(C)c1C(=O)COC(=O)c1c(OC)cccc1OC
    -1.5%, nt
CCN(CC)S(=O)(=O)c1ccc(C)c(NC(=O)c2cc(C)oc2C)c1
    5.3%, -11
COc1cc(NC(=O)CN2C(=O)c3ccccc3C2=O)c(C(=O)O)cc1OC
    2.3%, nt
O=c1cc(COc2ccc(Cl)c(Cl)c2)nc2sccn12
    2.9%, -1
Cc1ccc(N(C)C(=O)N2CCN(c3ccccn3)CC2)cc1
    -1.3%, 5
Cc1cc(N2CCN(C)CC2)nc2ccc(NC(=S)N3CCCCC3)cc12
    3.6%, 69
COc1ccc(C(=O)CC(Nc2ccc([N+](=O)[O-])cc2)c2ccc(Cl)cc2)cc1 (stereo not given)
    6.3%, nt
CCn1cc(CCC(=O)O)c(C)n1
    2.6%, 9
Cc1nn(CC(=O)NCc2cccc3ccccc23)c(=O)c2ccccc12
    0.8%, nt
O=C(NC1=NCCS1)c1ccncc1
    5.5%, 9
Cc1ccc[n+](-c2[nH]c(=O)sc2/C=N/N=C(\[O-])CCn2c3ccccc3c3ccccc32)c1
    3.5%, 6
NNC1=N[C@H]2CS(=O)(=O)C[C@H]2S1
    -7.5%, nt
CCCOc1ccc(C(=O)NC(=S)Nc2nc3ccccc3s2)cc1
    0.5%, 5
CCCCc1cc(=O)oc2cc(OCc3nn[nH]n3)ccc12
    2.5%, -4
O=C(CN1CCCCCC1)Nc1ccccc1
    -2.7%, 4
O=C(c1cccs1)n1nc(-c2ccc(Cl)cc2)nc1NCc1ccco1
    3.0%, 33
CCN(c1ccccc1)S(=O)(=O)c1cc(C(=O)Nc2ccccc2Cl)ccc1F
    1.1%, 11
COc1ccc2[nH]c(=O)c(CNc3ccccc3)cc2c1
    0.8%, 11
CC(C)(C)c1ccc(CNC(=O)c2ccc3c(c2)NC(=O)CO3)cc1
    -0.6%, -3
CCn1c(SCC(=O)Nc2ccc(C)cc2)nnc1-c1ccccn1
    3.1%, -10
CC(C(=O)c1ccc(-c2ccccc2)cc1)[n+]1ccccc1 (stereo not given)
    1.3%, -1
Fc1cccc(Cl)c1CSc1nnc(CN2CCOCC2)n1-c1ccccc1
    4.2%, nt
Cc1cc(=O)oc2c3c(ccc12)OC/C3=N/N
    3.2%, 24
CCCCCCn1c(=O)c(C(=O)Nc2cnccn2)c(O)c2ccccc21
    -4.3%, nt
CCCCCCCCS(=O)C1CCS(=O)(=O)C1 (stereo not given)
    -4.0%, -8
O=c1sc(Nc2ccccc2)nc2ccsc12
    2.6%, -6
COC(=O)C1CCN(C(=O)COC(=O)Cc2c[nH]c3ccccc23)CC1
    1.7%, 8
COc1ccc(C(=O)N/N=C/C(C)c2ccccc2)cc1OC (stereo not given)
    1.5%, 1
CC1=C(C(=O)N2CCOCC2)C(c2ccccc2F)C2=C(CCCC2=O)N1 (stereo not given)
    -3.3%, -9
Cc1cccc(C(C(N)=O)c2ncc(C(F)(F)F)cc2Cl)c1 (stereo not given)
    0.9%, -15
CCOc1cc(S(=O)(=O)N2CC=C(c3ccc(F)cc3)CC2)c(OCC)cc1-n1cnnn1
    -1.2%, nt
COc1ccc(NC(=S)N(C)CC2COc3ccccc3O2)cc1 (stereo not given)
    -0.6%, 9
C=CCn1c(SCc2csc(C)n2)nc2sc3c(c2c1=O)CCC(C)C3 (stereo not given)
    -0.6%, nt
COc1cccc(OCCNc2cc(Cl)ccc2[N+](=O)[O-])c1
    6.3%, 6
O=C1NCCc2c1[nH]c1c(Cl)ccc(Cl)c21
    0.2%, 51
CCOC(=O)C1CCN(c2nc3ccccc3nc2C(C#N)C(=O)NCCc2ccccc2)CC1 (stereo not given)
    nt, 10
O=C(CSc1nnc(-c2ccccc2)o1)NC1CCS(=O)(=O)C1 (stereo not given)
    1.5%, -11
C=CCn1c(COc2ccc3c(c2)CCCC3)nnc1SCC(=O)Nc1cccc(SC)c1
    -3.1%, nt
Cc1ccc(C(=O)OCC(=O)NCC2CCCO2)c(C)c1 (stereo not given)
    -3.9%, -1
CCOc1ccc(Br)cc1S(=O)(=O)Nc1cccc(S(=O)(=O)N(C)C)c1
    -4.2%, 5
COc1ccc(CNCc2cccc(OC)c2OC)cc1Br
    -1.7%, 7

Other compounds
Below each compound: GlmU inhibition, Mtb RmlCD inh
Cc1cc(C(=O)N2CCC(Cc3ccccc3)CC2)ccc1[N+](=O)[O-]
    4.3%, nt
CCN1C(=O)N[C@@H](CCc2ccccc2)[C@@H](C(=O)OC)[C@H]1C
    -5.9%, nt
CC1(C)Cc2c(cnn2-c2ccccc2)C(=O)/C1=N\NC(=O)c1ccncc1
    1.4%, nt
O=C(CSc1nnc(-c2ccccc2O)o1)Oc1ccc(OCc2ccccc2)cc1
    -2.3%, 21
Cc1onc(-c2ccccc2)c1C1=N/C(=C\c2ccccc2F)C(=O)O1
    -1.4%, 16
CCOc1ncccc1C(=O)Nc1cccc(C(=O)Nc2cccc(S(=O)(=O)CCO)c2)c1
    1.3%, 15
Cc1oc(-c2ccccc2)nc1CS(=O)CC(=O)N1CCc2ccccc2C1 (stereo not given)
    4.2%, 8
CC1(C)C=C(c2ccc(C=O)s2)CC(C)(C)N1C=O
    -4.8%, 34
NC(=O)CNC(=O)[C@@H]1CC2(CC(c3cccc(Br)c3)=NO2)CN1C(=O)c1ccc(Br)cc1 (stereo not given in full)
    3.5%, nt
CSc1ccc(/C=C/c2cc(=O)c3ccccc3[nH]2)cc1
    2.8%, -4
CNC(=O)COC(=O)c1ccc(Cl)c(S(N)(=O)=O)c1
    -7.2%, nt
CCCN1C(=O)/C(=C2\SC(N3CCCCC3)=NC2=O)c2ccccc21
    -4.7%, 6
O=C(COc1ccccc1)N1CCN(c2ccccc2)CC1
    -2.8%, -1
CCOC(=O)C1(Cc2ccccc2C(F)(F)F)CCN(C2CCN(C(C)=O)CC2)CC1
    2.9%, nt
